# KOR beta-arrestin-1 – KOR agonists, beta-arrestin recruitment, primary screen, cell-based, luminescence, uHTS (AID 1777) | Kappa-type opioid receptor (Homo sapiens) | 280,000 compounds, 0.02% hits | activation, % at 10 µM; hits with a dose series show EC50 in µM | KOR beta-arrestin recruitment, luminescence; higher % means a stronger effect; in the data active = activation above about 50%, passing the limit was not always enough; note: a part of the inactive calls stands beside numbers as strong as those of hits
# GPR55 antagonists – GPR55 antagonists blocking LPI-driven arrestin recruitment, primary screen, imaging, U2OS, beta-arrestin-GFP, LPI agonist (AID 2013); U2OS GPR55 beta-arrestin-GFP translocation imaging, LPI antagonism; higher % means a stronger effect; 290,000 compounds, 0.13% hits; inhibition, % at 10 µM; hits with a dose series show IC50 in µM;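 active = spots per cell inhibited over 60%, with over 100 cells counted and total cytoplasm intensity under 500,000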;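 note: U2OS cells stably carrying GPR55 and arrestin-GFP stimulated by 5 µM LPI near EC80; imaged beta-arrestin-GFP aggregate spots per cell after agonist stimulation; plate controls were LPI-stimulated DMSO wells for no effect and DMSO wells without LPI for full effect; some results filed as inactive read as strong as hits; confirmed hits need IC50 under 10 µM and bright autofluorescent wells are also inconclusive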
# GPR55 activation – GPR55 agonists via beta-arrestin recruitment, primary screen, imaging, U2OS cells, beta-arrestin-GFP redistribution (AID 1961); G-protein coupled receptor 55 (Homo sapiens); U2OS GPR55 beta-arrestin-GFP redistribution imaging; higher % means a stronger effect; activation, % at 10 µM; hits with a dose series show EC50 in µM; 290,000 compounds, 0.048% hits;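 active = activation above 40% with more than 50 cells counted in the well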;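 note: U2OS osteosarcoma cells stably expressing GPR55 and beta-arrestin-GFP; plate controls were DMSO negative control for no effect and LPI positive control for full effect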
# KOR beta-arrestin-2 – KOR antagonists, beta-arrestin recruitment, cell-based, luminescence, uHTS (AID 1778). Kappa-type opioid receptor (Homo sapiens). KOR beta-arrestin recruitment, luminescence, antagonist mode; higher % means a stronger effect. inhibition, % at 10 µM, or IC50 in µM where a hit was titrated. 290,000 compounds, 0.091% hits; in the data active = inhibition above about 50%; note: strong numbers were not always called active
# NTR1 agonist – agonists of NTR1, primary screen, imaging, U2OS cells, beta-arrestin-GFP, high content (AID 493036). 330,000 compounds, 0.17% hits. Neurotensin receptor type 1 (Homo sapiens), P30989. activation, % at 20 µM. NTR1-U2OS beta-arrestin-GFP spot imaging, agonist mode;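 active = activation at or above 40% of the spot to cytoplasm intensity ratio, with at least 20 cells analyzed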;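 note: 0% = DMSO without peptide and 100% = 100 nM NTR1 peptide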
# Target sequence (P30989 whole entry, looked up): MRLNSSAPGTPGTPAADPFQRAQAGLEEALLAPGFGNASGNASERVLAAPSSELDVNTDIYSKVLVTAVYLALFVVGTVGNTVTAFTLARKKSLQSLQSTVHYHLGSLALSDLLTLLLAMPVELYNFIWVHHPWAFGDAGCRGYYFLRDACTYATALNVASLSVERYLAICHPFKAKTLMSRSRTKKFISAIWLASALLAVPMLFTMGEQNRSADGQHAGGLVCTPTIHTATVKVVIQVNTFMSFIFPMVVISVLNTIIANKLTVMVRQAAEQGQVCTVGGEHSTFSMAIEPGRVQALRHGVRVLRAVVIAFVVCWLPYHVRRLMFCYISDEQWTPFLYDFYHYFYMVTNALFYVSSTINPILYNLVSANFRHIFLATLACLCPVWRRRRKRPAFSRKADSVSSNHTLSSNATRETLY
# T cell HTS – modulators of CD8 T cell-vesicle binding, primary screen, mouse 2C CD8+ T cells, flow cytometry | 2C CD8+ T cell-vesicle binding; stronger effect = lower value | calls only at 7 µM | 330,000 compounds, 0.068% hits | AID 2052, 2009;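 active = response, share of CD8 T cells binding vesicles, and their 90th percentile fluorescence all below set limits, cut at about 80% in these data, passing the limit was not always enough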
#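 Read-out – percent CD8+ FL2 mean versus row control · System – murine 2C transgenic CD8+ T lymphocytes · Times – 1.5 h cell–vesicle binding at 37 °C, then 20 min icy labelling · Control set – naked vesicles low, QL9 vesicles with vehicle high · Detection – cytometric PE anti-B7-1 and Alexa647 anti-CD8 signals after 1% paraformaldehyde fixation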
# West Nile virus CPE – West Nile virus antiviral activity, cell-based, CPE readout (AID 1621) | 290,000 compounds, 0.02% hits | CPE inhibition, % at 10 µM; hits with a dose series show IC50 in µM | West Nile virus-infected cells, CPE inhibition; higher % means a stronger effect; in the data active = a potency from the dose series; note: strong numbers were not always called active
# PhoP inhibition – inhibitors of PhoP regulon expression, primary screen, Salmonella Typhimurium, GFP reporter (AID 1863); S. Typhimurium PhoP-regulated promoter GFP reporter, 4 h; higher % means a stronger effect; one-dose inhibition, % at 50 µM; IC50 in µM for titrated hits; 300,000 compounds, 0.16% hits;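 active = inhibition over 29.93%, a cutoff 3 SD above the screen mean, later confirmed by dose response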;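 note: 0% = low Mg2+ inducing control and 100% = high Mg2+ repressing control; strong numbers were not always called active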
# GPR35 antagonists – GPR35 antagonists blocking zaprinast-driven arrestin recruitment, primary screen, imaging, U2OS, beta-arrestin-GFP, zaprinast agonist (AID 2058) | 290,000 compounds, 0.052% hits | U2OS GPR35 beta-arrestin-GFP translocation imaging, zaprinast antagonism; higher % means a stronger effect | inhibition, % at 10 µM, or IC50 in µM where a hit was titrated;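 active = inhibition of at least 50% with at least 30 cells and total cytoplasm GFP at most 10,000,000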
# T cell HTS vesicle-bound % – recorded beside T cell HTS, whose call it bears; double positive events, %; measured here: CD8+ vesicle-bound cell fraction;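 binding gate set so that unloaded-vesicle control wells show 10% double positive cells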
# NTR1 agonist cell count 20 µM – recorded beside NTR1 agonist, whose call it bears; cell count; measured here: cell count, cytotoxicity flag
# * marks the source's active call; other numbers are inactive results; i = inactive; . = not tested or not shown; [ ] = remark or other dose. Not a hit list. About 0.62% of those tested had a hit in this group.
SMILES,KOR beta-arrestin-1,GPR55 antagonists,GPR55 activation,KOR beta-arrestin-2,NTR1 agonist,NTR1 agonist cell count 20 µM,T cell HTS,T cell HTS vesicle-bound %,West Nile virus CPE,PhoP inhibition,GPR35 antagonists
CC(C)(O)C#Cc1ccc(CN2CCC(CO)(CCc3ccccc3)CC2)cc1,2.8%,11%,-0.2%,-46%[20 µM],0.6,60,i,60,-0.8%,1%,1%
CC(C)c1ccc(NC(=O)COC(=O)CSc2nnc(N)s2)cc1,-0.4%,3%,0.1%,-31%,1.8,64,i,12,-0.1%,8%,1%
CC1(C)CC(=O)C(CS(=O)(=O)c2ccccc2)=C(Cl)C1,2.8%,10%,-0.1%,-4%,2.2,59,i,18,-0.5%,-3%,0%
COc1ccccc1NC(=O)CSc1nnc(-c2ccccn2)n1Cc1ccco1,17%,-9%,0.4%,-6%,33,105,i,31,0.0%,-1%,9%
CC(C)(C)NC(=O)C(c1ccccn1)N(C(=O)C1CSC(=O)C1)c1ccccc1F (centres undefined),.,0%,-0.1%,-16%[20 µM],1.8,49,i,31,0.0%,1%,12%
Fc1ccccc1-c1nc2ccccc2[nH]1,.,-4%,-0.1%,-26%[20 µM],0.4,42,i,22,-0.1%,-5%,0%
CN(CC(=O)Nc1cccnc1Cl)S(=O)(=O)c1ccc(Cl)cc1,0.6%,5%,-0.1%,-31%,-0.3,67,i,16,0.2%,-5%,8%
CC(C#Cc1c([C@@H](C)Oc2ccccc2)nnn1Cc1ccccc1)Oc1ccccc1 (some centres undefined),5.0%,-1%,-0.1%,-1%,1.0,89,i,45,-0.8%,-7%,0%
CCn1c(=O)n(CC)c2cc(N3CCCC3)c(NC(=O)c3ccc(C)c([N+](=O)[O-])c3)cc21,0.0%,8%,-0.2%,-19%,7.4,69,i,22,1.0%,2%,14%
CC(c1ccon1)N(C)Cc1cn(C)nc1-c1cccc(Cl)c1 (centres undefined),0.0%,25%,1.0%,2%,-1.0,80,i,55,-0.1%,-3%,-4%
COc1ccc(C(=O)NCCc2nnc(SCC(=O)Nc3ccccc3C(C)C)n2C)cc1,-8.3%,2%,-0.1%,7%,-0.1,69,i,32,-1.0%,-3%,-11%
Cc1cc(C)nc(N/N=C/c2ccccc2OCc2ccccc2)n1,2.1%,12%,-0.4%,-11%,3.4,66,i,44,0.2%,-12%,-19%
Cc1cccc(N(C(=O)c2snc(C(N)=O)c2N)C(C(=O)NCC2CCCO2)c2cccs2)c1 (centres undefined),-4.6%,6%,-0.1%,18%,-0.3,56,i,34,-1.2%,-6%,-2%
O=c1nc(Nc2ccc([N+](=O)[O-])cc2)[nH]c(=O)[nH]1,-3.8%,-4%,-0.1%,30%,-1.4,97,i,45,0.8%,4%,0%
CCC(C)(C)C1CCC(=NNC(=O)c2ccoc2C)CC1 (centres undefined),0.1%,-6%,-0.1%,-48%,-1.0,56,i,38,.,-8%,1%
Cc1cccc(C(=O)N2CCCC(CCC(=O)N3CCN(c4ccccn4)CC3)C2)c1 (centres undefined),0.4%,6%,-0.2%,-4%,-0.6,52,i,59,-0.8%,0%,-11%
CCOc1ccccc1CNC(=O)CCCC(=O)n1nc(C)c2ccccc21,-2.0%,9%,0.5%,-8%,2.2,48,i,22,1.1%,-8%,-2%
COc1cccc2cc(C(=O)OC3CCN(C)CC3)c(=O)oc12,2.4%,6%,-0.1%,-3%,-1.3,98,i,31,0.2%,-13%,4%
O=C(CSc1ccc2nnc(-c3cccnc3)n2n1)Nc1ccccc1C(F)(F)F,1.4%,16%,0.3%,-1%,0.3,69,i,69,-0.4%,0%,1%
O=C(O)c1cc(N=Nc2c(O)[nH]c3ccc([N+](=O)[O-])cc23)ccc1Cl,-5.1%,19%,-0.1%,22%,-1.7,104,i,51,-0.4%,3%,4%
C/C(=N\N=C1\NC(=O)C(CC(=O)Nc2ccc(C)c(Cl)c2)S1)C(C)(C)C (centres undefined),0.6%,3%,0.2%,-4%,5.4,87,i,63,0.8%,-8%,-7%
NC(=O)NC(=O)Nc1ccccc1Cl,2.8%,-6%,-2.3%,-2%,3.7,68,i,30,1.0%,18%,6%
CC(C)(C)N1C(=O)c2ccc(C(=O)Nc3ccc(-c4nc5ccccc5[nH]4)cc3)cc2C1=O,-3.2%,10%,-0.3%,-48%,2.0,58,i,52,0.2%,1%,3%
COC(=O)CSc1ncc(OC)c(OC)n1,-1.1%,0%,0.0%,0%,0.6,75,i,16,0.7%,11%,-2%
O=C(O)CCn1c(SCc2cc(=O)n3ccccc3n2)nc2ccsc2c1=O,-12%,1%,0.0%,-38%,-0.4,38,i,33,0.8%,3%,0%
COc1ccc(NC(=O)COC(=O)[C@@H]2CCCN2C(=O)c2cccs2)c(OC)c1,-2.2%,8%,0.0%,-20%,0.7,95,i,30,-0.2%,-7%,-3%
OCCOCCNc1ncnc2sc(-c3ccccc3)cc12,-1.0%,0%,0.3%,-7%,1.1,62,i,34,2.5%,-8%,9%
Cc1cc(C)c(C(=O)COC(=O)[C@H](C)Nc2ccc(C(F)(F)F)cc2[N+](=O)[O-])c(C)c1,-2.2%,1%,0.0%,-15%,2.9,78,i,58,0.6%,-12%,-6%
CCOc1ccc(NC(=O)Nc2ccc3nccnc3c2)cc1,-7.4%,3%,-0.1%,-4%,0.7,69,i,44,0.8%,-3%,-1%
O=C(Nc1ccc(F)cc1)Nc1nnc(COc2ccccc2F)s1,5.2%,-2%,-0.1%,-39%,5.5,78,i,38,-1.0%,-9%,-20%
COC(=O)C1=C(C)N(CC(C)C)C(=O)/C1=C\c1cccs1,-2.9%,5%,-0.2%,2%,1.5,47,i,38,0.0%,-10%,4%
CCOc1cc2[nH]c(=S)n(CCCC(=O)NCc3ccco3)c(=O)c2cc1OCC,4.0%,22%,-2.0%,-7%,3.1,52,i,27,1.1%,-9%,12%
CC(=O)c1cc(C)ccc1OC(=O)c1ccncc1,-3.0%,-1%,-0.4%,-11%[20 µM],-0.1,62,i,61,0.3%,-5%,-5%
CN1CCN(NS(=O)(=O)c2cccs2)CC1,1.3%,8%,-0.2%,16%,-1.1,51,i,55,0.2%,-4%,-1%
O=C(CCC(=O)Nc1ccc(F)cc1)N/N=C/c1cccnc1,0.2%,6%,0.4%,14%,-0.7,47,i,50,0.0%,8%,-6%
C=CCN1C(=O)C(O)(CC(=O)c2ccccc2)c2ccccc21 (centres undefined),2.5%,-4%,-0.2%,22%,0.0,69,i,46,0.1%,2%,7%
COc1ccc(NC(=O)CSc2ccc3nnc(-c4cccnc4)n3n2)cc1,3.3%,6%,-0.1%,-8%,-0.1,41,i,68,0.1%,-4%,9%
COC(=O)c1cc(OC)c(OC)cc1NC(=S)N1CCCC1,-2.8%,5%,-0.2%,11%,1.9,56,i,41,-0.7%,-1%,-2%
Fc1ccc(-n2nnc(-c3nccs3)n2)cc1,1.8%,-6%,-0.1%,-29%,-1.3,89,i,50,-0.6%,-1%,-16%
C/C(=N/Nc1nc(-c2ccccc2)c(CC(=O)O)s1)c1ccccc1,-1.6%,10%,-0.3%,-7%,.,.,.,.,0.2%,0%,-1%
CCOc1ccc(-c2c(=O)n(O)c3ccccc3[n+]2[O-])cc1,-2.2%,0%,0.3%,-9%,-0.2,70,i,35,-0.7%,-8%,-2%
CN1C(=O)C2C(c3ccc(N(C)C)cc3)NN(Cc3ccccc3)C2C1=O (centres undefined),-4.7%,-1%,0.0%,-4%,1.9,59,i,29,0.1%,-1%,-5%
C=CCn1c(SCC(=O)NCCCC)nc2scc(-c3ccco3)c2c1=O,-1.1%,10%,0.0%,-26%,1.3,68,i,55,0.2%,14%,6%
CCCCNC(=O)CN1C(=O)NC(CCc2ccccc2)C1=O (centres undefined),-4.4%,-5%,0.9%,14%,-0.8,42,i,4,0.5%,0%,-5%
COc1ccc(S(=O)(=O)N(C)CC(=O)Nc2ccc(C(N)=O)cc2)cc1OC,-1.1%,7%,0.2%,-4%,-0.2,34,i,28,0.1%,-6%,-7%
NC(=O)c1ccc(NCc2ccco2)c([N+](=O)[O-])c1,-11%,-6%,-0.1%,25%,-0.2,53,i,55,0.9%,6%,28%
CC(C)c1ccc(NCCC(=O)c2ccc(Br)cc2)cc1,-4.5%,-5%,-0.3%,12%,-0.4,45,i,42,-0.2%,-6%,19%
Cc1ccccc1NS(=O)(=O)c1ccc(OCCNS(C)(=O)=O)cc1,13%,6%,0.4%,-41%,0.8,38,i,46,-0.8%,-5%,2%
O=C(O)CCc1ccc(-c2ccccc2)n1-c1ccc(C(=O)O)cc1,-1.4%,5%,-0.1%,-26%,-0.2,81,i,34,-0.3%,-6%,8%
O=[N+]([O-])c1cc(C(F)(F)F)ccc1NCCc1ccncc1,-2.0%,5%,-0.3%,3%,1.0,95,i,50,-1.5%,2%,-5%
Cc1cc(C)nc(SCC(=O)c2ccc(O)c(O)c2)n1,-3.4%,-3%,0.0%,42%,0.6,52,i,29,-1.3%,10%,17%
O=C(O)C1CCCCC1C(=O)NCc1ccccn1 (centres undefined),-2.7%,-6%,-0.1%,11%[20 µM],-1.0,26,i,37,0.5%,5%,-4%
C=CCOn1c(-n2nc(C)cc2C)nc2ccccc2c1=O,-1.8%,0%,-0.1%,-1%,-0.6,80,i,46,0.2%,.,-6%

# Assay outcomes deposited in PubChem BioAssay by several laboratories.
